Screens (PubChem)
3CLpro inhibitor – SARS-CoV 3CLpro protease inhibition. inhibition, % at 6 µM. 0.14% of 290,000 active. recombinant SARS-CoV 3CLpro, quenched FRET peptide cleavage. P0C6X7; in the data active means inhibition above about 12%
MazEF act – increases E. coli MazEF RNase cleavage of RNA | P0AE70 | FAM/BHQ RNA-DNA oligo cleavage fluorescence, 5 h | activation, % at 20 µM | 0.32% of 350,000 active; in the data active means activation above about 50%
Target sequence (P0AE70 whole entry, looked up): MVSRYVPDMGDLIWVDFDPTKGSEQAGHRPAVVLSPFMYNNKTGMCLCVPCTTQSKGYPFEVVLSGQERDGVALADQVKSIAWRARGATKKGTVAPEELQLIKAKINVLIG
BoNT F protease – BoNT F light chain protease inhibition. Multiplex microsphere protease cleavage assay, flow cytometry. inhibition, % at 10 µM. 0.22% of 360,000 active. AID 588497; in the data active means inhibition above about 35%, passing the limit was not always enough; further: plate controls were buffer without enzyme for full effect and enzyme alone for no effect
Rv3671c inh – Rv3671c (M. tuberculosis) protease inhibition; P9WHR9; 0.048% of 320,000 active; inhibition, % at 5.96 µM; AID 2606; in the data active means inhibition above about 38%;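 further: extracellular domain of Rv3671c used as enzyme; 0% = enzyme with DMSO and 100% = no enzyme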
Anthrax LF prot – blocks Bacillus anthracis lethal factor protease; P15917; multiplex microsphere protease cleavage assay, LF; inhibition, % at 10 µM; 0.12% of 360,000 active; AID 588501; further: plate controls were buffer without enzyme for full effect and enzyme alone for no effect
PrPC surface inh – inhibitors of human cell surface prion protein PrPC. 0.43% of 370,000 active. TR-FRET read-out. inhibition, % at 13.8 µM; in the data active means inhibition above about 24%; further: 0% = median of the test wells and 100% = reference compound wells
BoNT-A LC inh2 – blocks Botulinum neurotoxin A light chain protease; multiplex microsphere protease substrate cleavage, flow cytometry; inhibition, % at 10 µM; 0.17% of 360,000 active; further: plate controls were buffer without enzyme for full effect and enzyme alone for no effect
CCHF vOTU inh – blocks the CCHF virus ovarian tumor domain protease | CCHFV vOTU protease, Pep-AMC fluorescence | inhibition, % at 11.5 µM | 0.55% of 370,000 active; in the data active means inhibition above about 30%; further: 0% = vehicle wells with enzyme and 100% = no enzyme wells
VHR inh abs – DUSP3 (human) phosphatase inhibition | P51452 | recombinant VHR phosphatase, pNPP absorbance | inhibition, % at 13.3 µM | 0.52% of 290,000 active; in the data active means inhibition above about 50%; further: some compounds called inactive have numbers as strong as hits
Target sequence (P51452 whole entry, looked up): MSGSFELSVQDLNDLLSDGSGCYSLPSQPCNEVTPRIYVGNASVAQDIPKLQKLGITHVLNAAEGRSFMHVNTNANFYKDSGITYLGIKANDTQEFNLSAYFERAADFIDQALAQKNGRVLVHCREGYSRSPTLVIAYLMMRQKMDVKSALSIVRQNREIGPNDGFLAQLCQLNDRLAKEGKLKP
SSB-PriA inh – inhibitors of Klebsiella pneumoniae PriA binding to SSB C-terminal tail; AlphaScreen SSBct-PriA binding, biotinylated peptide; inhibition, % at 33 µM; 0.6% of 430,000 active; in the data active means inhibition mostly above about 37%, no sharp cut-off; inactive means mostly below about 20%;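 further: plate controls were negative control peptide for no effect and reference peptide for full effect; strong numbers were not always called active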
* hit, by the source's call; / = no result given; & = joins results of further samples. Unless noted, no stated cut-off is given here; in the data, active means inhibition above about 30%; inconclusive means no clear call, values can overlap the other calls; inactive means below that. Only part of the results is shown; the hit share may differ from the screen's.

SMILES	3CLpro inhibitor	MazEF act	BoNT F protease	Rv3671c inh	Anthrax LF prot	PrPC surface inh	BoNT-A LC inh2	CCHF vOTU inh	VHR inh abs	SSB-PriA inh
CC(C)(C)C1CCC(C(=O)NCCc2ccc(S(N)(=O)=O)cc2)CC1 (configuration not stated)	-2	-5	-19	-16	-4	4	-4.1	0	22	-20
CCOC(=O)c1c(C)c(C(=O)Nc2ccc3c(c2)OCCO3)c(C)n1CC	3	4	-9	2	-1	2	-0.3	-6	21	0
O=C(NCc1n[nH]c(=S)n1Cc1ccccc1)c1ccccc1	0	5	2	-3	-4	-12	0.0	-6	15	0
CN(CC(=O)Nc1cccc(F)c1)C(=O)c1cccc(-n2cccc2)c1	/	-3	0	10	0	-2	-0.7	-12	/	13
CC1CCN(CCCn2c(SCC(=O)NC3CCCC3)nc3ccccc3c2=O)CC1	-2	0	-1	-2	0	-13	-1.3	12	-4	5
CCCOc1ccc(C(=O)CCC(=O)OCC(=O)Nc2cccc(S(N)(=O)=O)c2)cc1	/	1	-2	/	-9	0	1.6	0	/	-10
CCOC(=O)c1nn(-c2ccc(Cl)cc2)c2nc(CC)c(C#N)c(=O)n12	-3	2	0	-6	-2	-2	1.2	-4	16	0
Cc1cc(C)nc(NS(=O)(=O)c2ccc(N/C=C3\CCCC3=O)cc2)n1	2	6	-20	-5	-1	-2	0.0	17	-5	-10
CCCc1[nH]nc2c1C(c1ccccc1OCC)C(C#N)=C(N)O2 (configuration not stated)	4	-4	0	-8	-6	-5	-0.8	-11	12	7
O=C(NCCc1ccccc1)c1c(O)c2ccccc2[nH]c1=O	3	14	1	-4	-6	10	1.4	-15	4	4
CCN1C(=O)c2ccccc2Sc2ccc(C(=O)O)cc21	-7	2	10	-8	2	8	-1.7	1	10	-6
Cc1ccccc1NC(=S)NCC(c1cccnc1)N(C)C (configuration not stated)	-2	1	-4	3	-1	-1	-0.4	-5	-15	-7
CCc1nc(SCC(=O)Nc2ccnc3ccccc23)n[nH]1	-2	6	-8	-2	-1	0	-0.6	1	7	-14
CCCCOC(=O)C1=C(C)NC(=O)NC1c1ccc2c(c1)OCO2 (configuration not stated)	/	1	26	/	2	-3	-3.5	-3	/	4
CC(C)(C)c1nc(C(C)(C)C)c(Br)c(=O)[nH]1	3	-6	-8	4	0	-2	0.0	-15	-11	-20
Cc1cc(C)c(C#N)c(SCS(=O)Cc2ccc(Cl)cc2)n1 (configuration not stated)	3	-6	7	-2	0	7	0.2	10	38	-13
O=C(OCC(=O)N1CCCC1)c1cncc(Br)c1	2	-14	-3	-3	-8	-4	-0.7	5	6	-9
CCOc1ccc(/C=C2\SC(=S)N(NC(=O)c3ccncc3)C2=O)cc1OC	2	-18	/	7	/	-5	/	3	-8	-11
O=C(CSc1nnc(-c2ccccc2)o1)N1CCCC1	4	2	-4	-1	-2	1	-1.7	10	46	-8
COc1ccc(C(=O)Nc2ccc3oc(-c4cccnc4)nc3c2)cc1OC	-8	-17	-6	-2	-1	1	-0.8	3	7	-11
CC(C)(Oc1ccc(Cl)cc1)C(=O)Nc1c2c(nn1C(C)(C)C)CS(=O)(=O)C2	/	-3	1	0	4	-6	-0.8	2	/	-4
O=S(=O)(CCOc1ccccc1)N1CCOCC1	2	0	-13	0	0	-5	-2.5	-10	-11	1&-20
O=C(CN1CCN(S(=O)(=O)c2cc(Br)ccc2Br)CC1)NCc1ccccc1Cl	/	-1	8	/	5	-5	-0.2	18	/	1
CCC(C(=O)NCC1CCCO1)N(Cc1ccc(F)cc1)C(=O)CNS(=O)(=O)c1ccccc1 (configuration not stated)	-5	1	0	12	21	3	0.8	-2	46	-2
Cc1ccccc1N1CCN(C(=O)c2ccccc2NC(=O)c2ccccc2C(=O)O)CC1	2	4	-4	0	2	2	-0.1	-6	20	0
S=c1[nH]nc(COc2ccccc2)n1/N=C/c1cccc(Br)c1	6	-3	7	6	-11	-5	0.0	-1	26	/

Part of the list above in order of heavy-atom count, smallest number first:
SMILES	3CLpro inhibitor	MazEF act	BoNT F protease	Rv3671c inh	Anthrax LF prot	PrPC surface inh	BoNT-A LC inh2	CCHF vOTU inh	VHR inh abs	SSB-PriA inh
CC(C)(C)c1nc(C(C)(C)C)c(Br)c(=O)[nH]1	3	-6	-8	4	0	-2	0.0	-15	-11	-20
O=C(OCC(=O)N1CCCC1)c1cncc(Br)c1	2	-14	-3	-3	-8	-4	-0.7	5	6	-9
O=C(CSc1nnc(-c2ccccc2)o1)N1CCCC1	4	2	-4	-1	-2	1	-1.7	10	46	-8
CCN1C(=O)c2ccccc2Sc2ccc(C(=O)O)cc21	-7	2	10	-8	2	8	-1.7	1	10	-6
Cc1cc(C)c(C#N)c(SCS(=O)Cc2ccc(Cl)cc2)n1 (configuration not stated)	3	-6	7	-2	0	7	0.2	10	38	-13
S=c1[nH]nc(COc2ccccc2)n1/N=C/c1cccc(Br)c1	6	-3	7	6	-11	-5	0.0	-1	26	/
CCCCOC(=O)C1=C(C)NC(=O)NC1c1ccc2c(c1)OCO2 (configuration not stated)	/	1	26	/	2	-3	-3.5	-3	/	4
CC(C)(C)C1CCC(C(=O)NCCc2ccc(S(N)(=O)=O)cc2)CC1 (configuration not stated)	-2	-5	-19	-16	-4	4	-4.1	0	22	-20
CN(CC(=O)Nc1cccc(F)c1)C(=O)c1cccc(-n2cccc2)c1	/	-3	0	10	0	-2	-0.7	-12	/	13
COc1ccc(C(=O)Nc2ccc3oc(-c4cccnc4)nc3c2)cc1OC	-8	-17	-6	-2	-1	1	-0.8	3	7	-11
O=C(CN1CCN(S(=O)(=O)c2cc(Br)ccc2Br)CC1)NCc1ccccc1Cl	/	-1	8	/	5	-5	-0.2	18	/	1
CC1CCN(CCCn2c(SCC(=O)NC3CCCC3)nc3ccccc3c2=O)CC1	-2	0	-1	-2	0	-13	-1.3	12	-4	5
Cc1ccccc1N1CCN(C(=O)c2ccccc2NC(=O)c2ccccc2C(=O)O)CC1	2	4	-4	0	2	2	-0.1	-6	20	0
CCC(C(=O)NCC1CCCO1)N(Cc1ccc(F)cc1)C(=O)CNS(=O)(=O)c1ccccc1 (configuration not stated)	-5	1	0	12	21	3	0.8	-2	46	-2

Not a retest: an excerpt of the list.
SMILES	3CLpro inhibitor	MazEF act	BoNT F protease	Rv3671c inh	Anthrax LF prot	PrPC surface inh	BoNT-A LC inh2	CCHF vOTU inh	VHR inh abs	SSB-PriA inh
Cc1ccccc1N1CCN(C(=O)c2ccccc2NC(=O)c2ccccc2C(=O)O)CC1	2	4	-4	0	2	2	-0.1	-6	20	0
S=c1[nH]nc(COc2ccccc2)n1/N=C/c1cccc(Br)c1	6	-3	7	6	-11	-5	0.0	-1	26	/
